High-throughput results (PubChem)
PAD4 FP inh = PAD4 (human) enzyme inhibition | recombinant PAD4, RCA probe fluorescence polarization | inhibition, % at 6.36 µM | actives 0.41% (n = 330,000) | AID 485272;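 active means percent inhibition above a cutoff equal to the mean of all tested compounds plus 3 SD, cut at about 15% in these data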;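 further: 0% = PAD4 with RCA probe and DMSO and 100% = probe without PAD4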
LYPLA1 counter = blocks human lysophospholipase 1, a PME1 counter-screen; inhibition, % at 5.9 µM; O75608; actives 0.16% (n = 320,000); recombinant LYPLA1, FP-Rh probe fluorescence polarization;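 active means inhibition above the mean of all tested compounds plus 3 SD, set per campaign, cut at about 14% in these data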;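 further: inhibitors block serine hydrolase probe labeling of LYPLA1 so polarization falls; 0% = enzyme with DMSO and 100% = wells lacking LYPLA1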
Target sequence (O75608 whole entry, looked up): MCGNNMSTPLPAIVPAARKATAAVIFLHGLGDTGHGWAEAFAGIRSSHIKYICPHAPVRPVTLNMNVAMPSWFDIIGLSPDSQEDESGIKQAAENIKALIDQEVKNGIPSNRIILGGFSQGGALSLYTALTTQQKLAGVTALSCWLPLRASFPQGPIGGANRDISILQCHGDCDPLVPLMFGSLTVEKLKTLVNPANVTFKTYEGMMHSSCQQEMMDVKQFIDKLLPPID
LYPLA2 counter = blocks human lysophospholipase 2, a PME1 counter-screen | inhibition, % at 5.9 µM | AID 2177 | actives 0.38% (n = 320,000) | recombinant LYPLA2, FP-Rh probe fluorescence polarization;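 active means inhibition above the screen-wide mean plus 3 SD, limit set per campaign, cut at about 26% in these data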;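 further: 0% = LYPLA2 with DMSO and 100% = wells lacking LYPLA2 enzyme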
PREPL inhibitor = human PREPL enzyme inhibition; Q4J6C6; recombinant PREPL, fluorescence polarization activity-based probe; inhibition, % at 5.96 µM; actives 0.68% (n = 320,000); in the data active means inhibition above about 43%;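 further: 0% = enzyme with DMSO and 100% = wells lacking enzyme; many of its hits are not listed in these tables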
EBNA-1 inh = blocks EBNA-1 binding to DNA | EBNA-1 DNA binding, fluorescence polarization | inhibition, % at 14.8 µM | actives 0.34% (n = 300,000) | AID 1950; in the data active means inhibition above about 28%
PAFAH1B3 FP inh = PAFAH1B3 (human) inhibition | actives 0.28% (n = 340,000) | inhibition, % at 3.39 µM | recombinant PAFAH1B3, FP-rhodamine probe, fluorescence polarization;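 active means inhibition above the screen-wide average of all tested compounds plus 3 SD, cut at about 25% in these data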;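 further: 0% = enzyme with DMSO only and 100% = wells lacking PAFAH1B3 protein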
Target sequence (Q15102 whole entry, looked up): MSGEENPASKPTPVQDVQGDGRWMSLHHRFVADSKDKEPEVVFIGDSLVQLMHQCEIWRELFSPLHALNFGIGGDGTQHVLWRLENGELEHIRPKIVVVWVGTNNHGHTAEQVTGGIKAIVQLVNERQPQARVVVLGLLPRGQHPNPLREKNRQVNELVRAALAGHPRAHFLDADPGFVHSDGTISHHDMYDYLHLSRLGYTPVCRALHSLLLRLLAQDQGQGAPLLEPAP
ZTA DNA inh = counter-screen for EBNA-1 inhibitors: inhibitors of Epstein-Barr virus ZTA; ZTA-DNA binding, fluorescence polarization; inhibition, % at 11 µM; actives 0.15% (n = 320,000); in the data active means inhibition above about 33%
Target sequence (P03206 whole entry, looked up): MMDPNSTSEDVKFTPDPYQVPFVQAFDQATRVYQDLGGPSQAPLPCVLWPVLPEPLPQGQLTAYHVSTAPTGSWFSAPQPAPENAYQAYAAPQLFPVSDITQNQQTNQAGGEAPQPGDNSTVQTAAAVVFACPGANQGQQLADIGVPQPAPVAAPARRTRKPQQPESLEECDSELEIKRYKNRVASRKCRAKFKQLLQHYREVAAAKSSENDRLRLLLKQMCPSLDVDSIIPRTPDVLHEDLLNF
GSTO1 counter = counter-screen for RBBP9 inhibitors: inhibitors of human GSTO1; recombinant GSTO1, activity-based probe fluorescence polarization; actives 1.1% (n = 300,000); AID 1974; inhibition, % at 5.96 µM; P78417;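 active means inhibition above the campaign mean inhibition plus 3 SD, cut at about 35% in these data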;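 further: 0% = GSTO1-1 with DMSO and 100% = wells lacking GSTO1-1 enzyme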
PAFAH2 FP inh = inhibitors of human PAFAH2; Q99487; recombinant PAFAH2, FP-rhodamine activity probe, fluorescence polarization; inhibition, % at 3.39 µM; actives 0.99% (n = 340,000); AID 492956;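 active means inhibition above the mean over all tested compounds plus 3 SD, cut at about 30% in these data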;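 further: inhibitors block probe labeling of enzyme so polarization drops; 0% = enzyme with DMSO and 100% = wells lacking PAFAH2 protein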
* marks the source's active call; other numbers are inactive results; . = no result given. This is a subset; count on the stated rates, not on these rows.

mol	EBNA-1 inh	ZTA DNA inh	PAFAH2 FP inh	LYPLA2 counter	PREPL inhibitor	LYPLA1 counter	PAFAH1B3 FP inh	PAD4 FP inh	GSTO1 counter
COc1ccc(C2C3=C(CC(C)(C)CC3=O)Oc3ncn(CCCn4ccnc4)c(=N)c32)cc1 (stereo not drawn)	-16	-6	7	-15	9	-2	2	-5	-5
Cc1c(/C=N/NC(=O)c2ccc(Br)o2)cnn1C	-2	-5	.	1	-7	1	.	-3	2
COc1ccc2c(c1)CCc1c(C(=O)NCCN3CCOCC3)noc1-2	6	-2	-2	8	0	0	0	4	-6
CCOC(=O)N1CCN(Cc2cn[nH]c2-c2cc3ccccc3o2)CC1	2	-2	1	2	16	0	6	-5	8
CCOc1ccc(C(=O)NNC(=O)CCNC(=O)c2ccco2)cc1OC	-1	-1	-1	-3	-1	2	6	4	15
CN(CC(=O)NCC(c1ccco1)N1CCCCC1)S(=O)(=O)c1ccc(Cl)cc1 (stereo not drawn)	0	5	4	-2	2	-3	2	6	1
O=S(=O)(Nn1cnnc1)c1ccccc1Cl	-7	0	-4	-3	-5	-1	1	0	6
O=C(O)c1ccc(-c2ncc[nH]2)cc1	-18	-4	5	-6	4	1	10	-8	-10
CCCCNc1c2c(nc3c(-c4ccccc4)c(C)nn13)CCC2	-7	0	-23	0	7	-6	5	-3	-1
CC(C)Cc1nnc(NC(=O)Cc2ccc([N+](=O)[O-])cc2)s1	0	-2	10	9	4	2	1	0	1
Cc1n[nH]c(C)c1S(=O)(=O)N1CCCC(C(=O)N2CCc3ccccc32)C1 (stereo not drawn)	-15	-23	-2	5	-50	1	11	1	0
Cn1c(=O)c2c(nc(CN3CCc4ccccc4C3)n2Cc2ccccc2F)n(C)c1=O	-9	-10	-8	-3	11	-3	3	-4	-1

Among those listed so far, 3 contain an aryl methoxy group:
mol	EBNA-1 inh	ZTA DNA inh	PAFAH2 FP inh	LYPLA2 counter	PREPL inhibitor	LYPLA1 counter	PAFAH1B3 FP inh	PAD4 FP inh	GSTO1 counter
COc1ccc(C2C3=C(CC(C)(C)CC3=O)Oc3ncn(CCCn4ccnc4)c(=N)c32)cc1 (stereo not drawn)	-16	-6	7	-15	9	-2	2	-5	-5
COc1ccc2c(c1)CCc1c(C(=O)NCCN3CCOCC3)noc1-2	6	-2	-2	8	0	0	0	4	-6
CCOc1ccc(C(=O)NNC(=O)CCNC(=O)c2ccco2)cc1OC	-1	-1	-1	-3	-1	2	6	4	15

Further records follow.
mol	EBNA-1 inh	ZTA DNA inh	PAFAH2 FP inh	LYPLA2 counter	PREPL inhibitor	LYPLA1 counter	PAFAH1B3 FP inh	PAD4 FP inh	GSTO1 counter
CCn1c(=O)n(CC)c2cc(NC(=O)c3ccccc3Cl)ccc21	-10	3	-1	4	4	0	8	-1	0
Cc1ccc(C(C)NC(=O)c2ccncc2)c(C)c1 (stereo not drawn)	2	1	0	-5	-12	0	7	-3	0
CCc1ccc(/C=N/NC(=O)c2c[nH]c3ccccc23)s1	-7	-2	-11	-3	27	-5	-1	-4	-10
COc1ccc(-c2nc(CN3CCN(C(=O)c4ccco4)CC3)c(C)o2)c(F)c1	2	-1	3	-5	14	-2	9	-4	1
O=C(COC(=O)CCc1ccccc1)Nc1cc(S(=O)(=O)N2CCOCC2)ccc1N1CCCC1	6	1	14	3	31	1	7	0	8
Cc1ccc2[nH]c(C(=O)N3CCCC(Nc4ccc(F)cc4)C3)cc2c1 (stereo not drawn)	-6	5	10	8	16	4	0	1	20
CCOC(=O)CNC(=O)CSc1nnc(NC(=O)c2ccc(S(=O)(=O)N3CCOCC3)cc2)s1	3	7	-1	-3	3	1	5	1	3
COc1ccc(OC)c(CCNC(=O)C2CCN(c3ncnc4c3nc3n4CCCCC3)CC2)c1	-12	-26	3	5	7	-2	2	4	2
COc1cc(S(=O)(=O)N2CCOCC2)ccc1NC(=O)COC(=O)C12CC3CC(CC(C3)C1)C2	9	-6	3	1	-1	6	5	0	4
O=C(O)c1ccc(/C=N/N2CCN(Cc3cccc4ccccc34)CC2)cc1	0	-14	4	1	2	1	5	-1	1
O=C(NCCc1ccccc1)C1CCN(S(=O)(=O)c2cccc3nsnc23)CC1	10	4	5	3	8	-2	9	-1	1
COc1ccccc1C(=O)NCCC(=O)NCC(c1ccc(F)cc1)N1CCOCC1 (stereo not drawn)	0	6	5	-1	-1	0	5	1	18

The listing continues:
mol	EBNA-1 inh	ZTA DNA inh	PAFAH2 FP inh	LYPLA2 counter	PREPL inhibitor	LYPLA1 counter	PAFAH1B3 FP inh	PAD4 FP inh	GSTO1 counter
O=c1cc(-c2ccc(O)cc2)oc2ccccc12	-2	-15	1	5	4	-3	1	-4	-12
Cc1cc(/C=C2\SC(=S)NC2=O)c(C)n1-c1ccccc1	5	-4	.	0	18	0	.	-9	25
N/C(=N\OC(=O)c1ccc2ccccc2c1)c1ccncc1	-13	5	4	2	-3	-2	5	-7	-1
O=C(COC(=O)c1ccc([N+](=O)[O-])s1)Nc1ncc(C(F)(F)F)cc1Cl	6	6	25	-5	10	1	30*	-12	26
O=C(COc1ccccc1C(=O)O)NC1CCCc2ccccc21 (stereo not drawn)	6	-4	-9	1	-6	2	11	3	11
O=C(Nc1ccc2ccccc2c1)C(c1ccccc1)C1CCCC1 (stereo not drawn)	-6	-27	-32	-59	-9	-29	-23	-2	-2
COc1ccccc1C(=O)NCC(=O)OCC(=O)c1cccc2ccccc12	-7	-2	0	1	-4	0	2	-7	-5
Cc1cccnc1NC(=S)Nc1ccc(Cl)c(Cl)c1	0	4	-9	-2	-2	4	7	3	-2
CCC(C)NC(=O)c1ccc(C(=O)c2ccccc2)cc1 (stereo not drawn)	5	-10	-3	10	8	2	10	-2	-3
O=C(O)CCSc1nnc(COc2cccc3ccccc23)n1-c1cccc(Cl)c1	-8	2	3	2	-20	-3	5	2	-5
CCOc1ccc(/C=C/c2nc(C#N)c(NCCCN(C)C)o2)cc1	-3	3	7	0	28	3	9	7	3
COC(=O)N/N=C\c1c(C)[nH]n(-c2ccccc2)c1=O	4	20	1	-5	-2	-3	3	-13	0

Remaining list, next part:
mol	EBNA-1 inh	ZTA DNA inh	PAFAH2 FP inh	LYPLA2 counter	PREPL inhibitor	LYPLA1 counter	PAFAH1B3 FP inh	PAD4 FP inh	GSTO1 counter
O=C(Nc1ccc([N+](=O)[O-])cc1)C1CC1(c1ccccc1)c1ccccc1 (stereo not drawn)	3	3	-20	-7	-6	-9	-6	1	0
CCc1c(C)c(C#N)c2nc3ccccc3n2c1-n1nc(C)cc1C	4	-12	1	1	-5	2	5	5	4
O=C(CCc1nnc2n(CCc3ccccc3)c(=O)c3ccccc3n12)NCCCN1CCCCC1	0	7	8	5	33	-2	1	-6	4
CCc1ccc(NC(=O)C(=O)c2cn(CC(=O)N3CCCCC3)c3ccccc23)cc1	10	-8	-7	-14	8	-12	-11	2	-4
C#CCOCCOCCOCCNc1nc(N2CCN(C(=O)Cn3cc(CCCCN)nn3)CC2)nc(N2CCN(C(=O)Cn3cc(CC(C)O)nn3)CC2)n1 (stereo not drawn)	1	8	-4	0	-3	-1	-1	-4	7
CC(Oc1ccc(Cl)cc1Cl)C(=O)N(Cc1ccco1)C1CCS(=O)(=O)C1 (stereo not drawn)	10	1	-5	0	15	2	11	-1	-5
CC12CC3CC(C)(C1)CC(CN)(C3)C2	7	22	-5	0	-74	2	4	1	-1
CC(O)(CS(=O)(=O)Cc1ccccc1)c1ccccc1 (stereo not drawn)	-10	-13	8	7	15	2	10	-3	2
CC12CCC(=O)N1C(C(=O)OCC(=O)Nc1cc(S(=O)(=O)N3CCCCC3)ccc1Cl)CS2 (stereo not drawn)	14	9	3	-1	1	0	-2	1	4
COc1cccc(CCNC(=O)c2cc(COc3c(F)cccc3F)on2)c1	-9	6	7	6	-1	3	-2	-1	2
Cc1cc(F)ccc1NC(=O)c1cc(S(=O)(=O)N2CCOCC2)cn1C	-6	0	8	-4	4	-1	0	1	-4
O=C(Nc1ccc2oc(-c3ccccc3Cl)nc2c1)c1cncc(Br)c1	-3	-2	-16	9	0	2	-13	-4	3
Cc1nc(N)sc1-c1csc(NCc2ccccc2)n1	11	5	9	0	37	-2	7	-5	1

An excerpt from further up:
mol	EBNA-1 inh	ZTA DNA inh	PAFAH2 FP inh	LYPLA2 counter	PREPL inhibitor	LYPLA1 counter	PAFAH1B3 FP inh	PAD4 FP inh	GSTO1 counter
Cc1cc(F)ccc1NC(=O)c1cc(S(=O)(=O)N2CCOCC2)cn1C	-6	0	8	-4	4	-1	0	1	-4
O=C(Nc1ccc2oc(-c3ccccc3Cl)nc2c1)c1cncc(Br)c1	-3	-2	-16	9	0	2	-13	-4	3
Cc1nc(N)sc1-c1csc(NCc2ccccc2)n1	11	5	9	0	37	-2	7	-5	1
